Assay outcomes deposited in PubChem by The Scripps Research Institute Molecular Screening Center.
TEAD-YAP inh – TEAD-YAP interaction inhibition. inhibition, % at 9.12 µM. 640,000 tested, 1.4% active. HEK-TIYL cells, TEAD-Gal4/YAP UAS-luciferase luminescence. AID 1259422; in the data active = inhibition above about 32%;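 note: 0% = median of test compound wells and 100% = reference inhibitor wells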
GPR151 activ – human GPR151 activation. 650,000 tested, 1% active. AID 1508602. activation, % at 11.2 µM. Q8TDV0. PathHunter beta-arrestin GPR151 cells, luminescence; in the data active = activation above about 4.9%;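 note: 0% = median of compound wells and 100% = cells with positive control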
Target sequence (Q8TDV0 whole entry, looked up): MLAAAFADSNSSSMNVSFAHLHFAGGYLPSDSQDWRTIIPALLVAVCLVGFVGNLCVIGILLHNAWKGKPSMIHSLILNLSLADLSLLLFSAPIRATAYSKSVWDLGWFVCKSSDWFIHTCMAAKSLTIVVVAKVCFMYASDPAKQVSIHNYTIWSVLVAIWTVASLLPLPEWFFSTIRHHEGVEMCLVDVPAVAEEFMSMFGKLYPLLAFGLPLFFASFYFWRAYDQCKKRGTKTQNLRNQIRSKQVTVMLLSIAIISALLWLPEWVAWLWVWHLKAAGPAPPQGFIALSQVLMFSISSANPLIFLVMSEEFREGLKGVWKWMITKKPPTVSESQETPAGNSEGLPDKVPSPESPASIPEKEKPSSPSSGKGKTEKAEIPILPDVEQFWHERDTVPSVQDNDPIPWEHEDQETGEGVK
FBW7 act – human FBW7 E3 ligase activation, primary screen; 650,000 tested, 0.13% active; AlphaScreen FBW7–phospho-cyclin E peptide binding, activator screen; normalized activity (activation), % at 26.1 µM; Q969H0; in the data active = normalized activity above about 1.9%;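 note: purified mutant Fbw7 with reduced substrate affinity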
MITF primary – human MITF inhibition, primary screen | O75030 | AlphaScreen MITF homodimerization, bead proximity signal | inhibition, % at 2.6 µM | 650,000 tested, 0.91% active | AID 1259374; in the data active = inhibition above about 50%;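 note: 0% = vehicle wells with protein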
Target sequence (O75030 whole entry, looked up): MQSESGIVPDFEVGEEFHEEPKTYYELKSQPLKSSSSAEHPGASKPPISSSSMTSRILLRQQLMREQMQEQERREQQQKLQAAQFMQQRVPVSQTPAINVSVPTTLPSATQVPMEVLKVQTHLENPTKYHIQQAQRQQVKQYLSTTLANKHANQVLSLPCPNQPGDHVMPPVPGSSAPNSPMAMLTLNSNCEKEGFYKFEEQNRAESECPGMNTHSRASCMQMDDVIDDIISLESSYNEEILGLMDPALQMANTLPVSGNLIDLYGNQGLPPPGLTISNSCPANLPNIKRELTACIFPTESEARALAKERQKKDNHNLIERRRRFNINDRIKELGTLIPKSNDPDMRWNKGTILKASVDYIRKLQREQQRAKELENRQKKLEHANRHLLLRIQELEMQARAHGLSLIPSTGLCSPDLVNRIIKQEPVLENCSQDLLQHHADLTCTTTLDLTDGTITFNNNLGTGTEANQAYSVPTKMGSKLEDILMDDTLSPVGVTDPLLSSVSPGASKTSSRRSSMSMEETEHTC
* = called active by the depositor.

Start of the listing, in advance:
Values run as follows: GPR151 activ, TEAD-YAP inh, FBW7 act, MITF primary
CSC1=NSC2=NC(=O)/C(=C\c3coc4ccccc4c3=O)C(=N)N12
 : -2.4, -9.3, 0.1, -10.0
O=C(NCc1nc2ccccc2[nH]1)c1csc(Nc2ccc(N3CCOCC3)cc2)n1
 : -1.9, 3.0, -0.1, -8.2

Main list (from the top)
Values run as follows: GPR151 activ, TEAD-YAP inh, FBW7 act, MITF primary
CSC1=NSC2=NC(=O)/C(=C\c3coc4ccccc4c3=O)C(=N)N12
 : -2.4, -9.3, 0.1, -10.0
O=C(NCc1nc2ccccc2[nH]1)c1csc(Nc2ccc(N3CCOCC3)cc2)n1
 : -1.9, 3.0, -0.1, -8.2
CNC(=O)[C@@H]1C[C@@H](NCc2cc(C)c(OC)cc2C)CN1Cc1cccc(Cl)c1
 : -0.6, -5.6, 0.1, 5.4
CN(C)CCNC(=O)c1ccc(Cn2c(=S)[nH]c3ccc(Br)cc3c2=O)cc1
 : -0.8, -6.7, 0.0, -5.8
Cc1oc2ccc(OC(=O)C(C)(C)C)cc2c1C(=O)OC(C)C
 : 0.9, -6.3, 0.0, -3.5
O=C(CCCC(=O)NC1CCCCC1)N/N=C/c1ccncc1
 : 0.6, 4.4, -0.1, 4.6
O=C(O)/C=C/c1ccc(-c2cccc(Cl)c2Cl)o1
 : -2.2, -15.4, 0.7, 17.8
Cc1cccc(Nc2nc(C)c3c(n2)CC(C)CC3=O)c1 (centres undefined)
 : 0.1, -2.2, -0.2, 1.0
COCCCNC(=O)COc1ccc([N+](=O)[O-])cc1
 : -0.7, 0.5, 0.1, 13.5
O=C(COC(=O)CSCc1c[nH]c(=O)[nH]c1=O)Nc1ccccc1Cl
 : -0.7, 11.6, -0.1, -12.4
COc1ccc(/C=C(\NC(=O)c2ccccc2Cl)C(=O)NC2CCS(=O)(=O)C2)cc1 (centres undefined)
 : 1.6, 1.6, 0.4, 8.6
COc1ccc(OCCNS(=O)(=O)c2ccc3c(c2)oc2ccccc23)cc1
 : 2.1, -5.6, -0.1, -3.4
Cc1ccccc1-n1nc2c(c1NC(=O)c1ccc(OC(C)C)cc1)CS(=O)(=O)C2
 : -1.0, -4.5, 0.6, 8.0
Cc1ccc(/C=C2\C=CC(=O)O2)o1
 : -1.0, 3.6, 0.5, 34.5
O=C(Nc1sc2c(c1C(=O)Nc1ccc(Cl)cc1)CCCC2)c1cccs1
 : -0.2, 8.2, 0.3, -1.6
CCOc1ccc(NC(=O)c2ccc(F)c(S(=O)(=O)NC3CCCC(C)C3C)c2)cc1 (centres undefined)
 : 0.1, 27.4, 0.1, 26.1
COC(=O)c1nc2cc(C)ccn2c1F
 : -0.2, -1.5, -0.2, 4.3
COCCn1c(SCc2ccccn2)nc2c([nH]c3ccccc32)c1=O
 : -1.1, 0.3, 0.4, 0.0
CCOC(=O)N1CCN(c2c(NCCc3ccccc3)c(=O)c2=O)CC1
 : 0.1, -12.8, 0.1, -3.7
CCc1c(C)nc(N)n2c(SCC(N)=O)nnc12
 : -0.1, -2.0, -0.2, -4.0
COc1ccc(N2C(=O)CSC2c2ccccc2Br)cc1 (centres undefined)
 : -0.4, -1.2, -0.1, 1.7
COc1cc(NC(=O)CSC2=NC(C)(C)N=C2c2ccc(Cl)cc2)cc(OC)c1
 : -0.5, 2.5, 0.1, 5.2
Cn1c2ccc([N+](=O)[O-])cc2c2nc3ccccc3nc21
 : -0.9, -4.0, -0.1, -1.8
CCOC(=O)c1c(NC(=O)CSc2nnc(CNC(=O)c3cccc(C)c3)n2-c2ccccc2OC)sc2c1CCC2
 : 1.6, -2.4, 0.0, 2.2
NC(=O)c1ccc[n+](CCN2C(=O)c3ccccc3C2=O)c1
 : 3.7, 4.0, -0.1, 0.9
CCCC1Nc2ccccc2S(=O)(=O)N1 (centres undefined)
 : 1.4, -1.0, -0.1, 0.2
CCOc1ccc(-n2cc(C(=O)N3CCN(c4cccc(Cl)c4)CC3)c3cc(OC)c(OC)cc3c2=O)cc1
 : 1.9, 9.3, -0.1, 4.1
CC(C(=O)NCc1ccccn1)n1c2ccccc2c2cn[nH]c(=O)c21 (centres undefined)
 : -1.2, -1.3, -0.2, -3.8
Cc1cc(C)c(C(=O)Oc2c(C)cccc2C)c(C)c1
 : -0.3, -2.2, 0.2, -23.4
CCOc1cc(/C=C2/C(=O)N(CC)C(=S)N2C)cc(I)c1OC
 : -1.9, 4.6, 0.9, 16.6
COc1ccccc1N1CCN(C(=O)c2cc(Cl)ccc2[N+](=O)[O-])CC1
 : 0.7, 2.0, -0.3, 16.0
CC(=O)c1ccc(NC(=O)c2csc3c2CCCC3)cc1
 : -0.1, 4.0, -0.1, -2.6
CCN(CC)c1ncnc2sc(C(=O)N3CCN(c4ccc(OC)cc4)CC3)c(C)c12
 : -0.3, -1.5, -0.1, -7.2
Cc1cccc(NC(=O)c2ncoc2-c2ccccc2F)c1C#N
 : -0.7, -19.4, 0.0, -3.2
CN(C)c1ccc(/C=C(\C#N)C(=O)Nc2cccc(S(=O)(=O)N3CCOCC3)c2)cc1
 : 0.3, 10.8, -0.3, 1.3
c1ccc(-c2cc(NCCCn3ccnc3)nc(-c3ccncc3)n2)cc1
 : -0.4, 7.5, -0.7, 37.8
O=C(Nc1ccc(N2CCC(NCc3ccccc3)CC2)cc1)C1CCCC1
 : -0.7, -0.9, -0.1, 10.5
CCOC(=O)c1c(NC(=O)CSc2nnc(CNC(=O)Cc3ccc(OC)cc3)n2-c2ccc(OCC)cc2)sc2c1CCCC2
 : -0.8, 4.5, 0.1, 5.7
COc1cc(CN2CCN(C3CCCC3)C(CCO)C2)cc(OC)c1OC (centres undefined)
 : -0.4, -6.7, 0.1, -4.2
O=[N+]([O-])c1ccc(Oc2c(F)c(F)nc(F)c2F)cc1
 : -0.4, 0.8, 0.1, 17.7

A draw from above in order of molar mass, rising.
Values run as follows: GPR151 activ, TEAD-YAP inh, FBW7 act, MITF primary
CCc1c(C)nc(N)n2c(SCC(N)=O)nnc12
 : -0.1, -2.0, -0.2, -4.0
Cc1cc(C)c(C(=O)Oc2c(C)cccc2C)c(C)c1
 : -0.3, -2.2, 0.2, -23.4
Cn1c2ccc([N+](=O)[O-])cc2c2nc3ccccc3nc21
 : -0.9, -4.0, -0.1, -1.8
O=[N+]([O-])c1ccc(Oc2c(F)c(F)nc(F)c2F)cc1
 : -0.4, 0.8, 0.1, 17.7
NC(=O)c1ccc[n+](CCN2C(=O)c3ccccc3C2=O)c1
 : 3.7, 4.0, -0.1, 0.9
CC(=O)c1ccc(NC(=O)c2csc3c2CCCC3)cc1
 : -0.1, 4.0, -0.1, -2.6
Cc1cccc(NC(=O)c2ncoc2-c2ccccc2F)c1C#N
 : -0.7, -19.4, 0.0, -3.2
CC(C(=O)NCc1ccccn1)n1c2ccccc2c2cn[nH]c(=O)c21 (centres undefined)
 : -1.2, -1.3, -0.2, -3.8
c1ccc(-c2cc(NCCCn3ccnc3)nc(-c3ccncc3)n2)cc1
 : -0.4, 7.5, -0.7, 37.8
COc1ccc(N2C(=O)CSC2c2ccccc2Br)cc1 (centres undefined)
 : -0.4, -1.2, -0.1, 1.7
COc1ccccc1N1CCN(C(=O)c2cc(Cl)ccc2[N+](=O)[O-])CC1
 : 0.7, 2.0, -0.3, 16.0
O=C(Nc1ccc(N2CCC(NCc3ccccc3)CC2)cc1)C1CCCC1
 : -0.7, -0.9, -0.1, 10.5
COc1cc(CN2CCN(C3CCCC3)C(CCO)C2)cc(OC)c1OC (centres undefined)
 : -0.4, -6.7, 0.1, -4.2
CCN(CC)c1ncnc2sc(C(=O)N3CCN(c4ccc(OC)cc4)CC3)c(C)c12
 : -0.3, -1.5, -0.1, -7.2
CCOc1cc(/C=C2/C(=O)N(CC)C(=S)N2C)cc(I)c1OC
 : -1.9, 4.6, 0.9, 16.6
CCOc1ccc(-n2cc(C(=O)N3CCN(c4cccc(Cl)c4)CC3)c3cc(OC)c(OC)cc3c2=O)cc1
 : 1.9, 9.3, -0.1, 4.1
CCOC(=O)c1c(NC(=O)CSc2nnc(CNC(=O)c3cccc(C)c3)n2-c2ccccc2OC)sc2c1CCC2
 : 1.6, -2.4, 0.0, 2.2
CCOC(=O)c1c(NC(=O)CSc2nnc(CNC(=O)Cc3ccc(OC)cc3)n2-c2ccc(OCC)cc2)sc2c1CCCC2
 : -0.8, 4.5, 0.1, 5.7

(list continues)
Values run as follows: GPR151 activ, TEAD-YAP inh, FBW7 act, MITF primary
O=C(Nc1scc2c1c(=O)oc1ccccc12)C1CCCCC1
 : -0.5, -25.3, 1.1, 16.2
Cc1cc(=O)n(C)c(=O)n1C
 : -0.3, 5.5, 0.3, 17.1
O=[N+]([O-])c1c(Nc2ccc(Br)cc2Br)cc(N2CCOCC2)c2nonc12
 : 1.1, -0.7, 0.1, 6.4
Cc1ccc(NC(=O)c2c(NC(=O)c3ccccc3Cl)sc3c2CCC3)cc1
 : -0.6, 4.9, 0.2, 15.2
Cc1nn(C)c(C)c1-c1nc(NCc2cccnc2)c2[nH]cnc2n1
 : -0.8, -10.8, -0.2, 3.5
COc1ccc(Br)cc1C(=O)Nc1cc2cccc([N+](=O)[O-])c2oc1=O
 : 1.8, -1.5, 0.1, 8.9
Cc1cc(C)nc(NC(=O)NCCCCCCNC(=O)Nc2cc(C)cc(C)n2)c1
 : 0.1, 4.2, 0.0, -3.9
COc1ccccc1NC(=O)CN(c1cccc([N+](=O)[O-])c1)S(=O)(=O)c1ccccc1
 : -0.9, 1.2, 0.6, 6.2
O=c1c2sccc2nc(SCc2cc(=O)n3ccccc3n2)n1Cc1ccccc1F
 : 1.4, 8.2, 0.0, 9.7
CN1CCN(c2ccccc2NC(=O)c2ccc([N+](=O)[O-])cc2Cl)CC1
 : -2.1, -8.2, 0.7, 21.5
Cc1ccccc1NCC(=O)N/N=C/c1ccc(Br)cc1
 : -0.4, 6.0, 0.1, 8.4
CCOc1cc(C2C(C#N)=C(N)Oc3n[nH]c(-c4ccc5c(c4)OCO5)c32)cc(Br)c1O (centres undefined)
 : -1.2, 8.7, -0.3, -10.1
CN1CCN(C(=O)c2cccc(-c3cncc(-c4cccc(O)c4)n3)c2)CC1
 : 0.5, 9.7, 0.0, 8.7
O=C(c1cccc(F)c1F)N1CCCC1
 : 1.9, -5.2, -0.3, 5.4
Cc1ccc(P(=Nc2cccc(C(F)(F)F)c2)(N2CCCC2)N2CCCC2)o1
 : 2.1, 2.9, -0.1, 2.3
CC(C)C(c1nnnn1Cc1ccc(F)cc1)N1CCN(C(=O)c2ccco2)CC1 (centres undefined)
 : -0.7, -3.9, 0.2, -8.6
Cc1c(CNCCc2cccs2)c(C(=O)O)c(C)n1Cc1ccc(Cl)cc1
 : -0.3, 4.0, 0.0, 11.4
Cc1ccc2nc(-c3ccc(N=c4oc5c(C)ncc(CO)c5cc4C(N)=O)cc3)sc2c1
 : 1.4, -5.1, 0.1, 7.8
COc1ccccc1/C=C/c1nn2c(Cn3cnc4ccccc43)nnc2s1
 : 0.6, 47.9*, -0.1, 0.5
COCCCNC(=O)COc1ccc(C)cc1C
 : -1.3, -12.8, -0.1, 9.2
CCN(CC)S(=O)(=O)c1ccc(C(=O)Nc2sc3c(c2-c2nc4ccccc4s2)CCN(C(C)=O)C3)cc1
 : 2.2, 1.4, -0.1, -5.7
COC(=O)CCC(C)C1CCC2C3CCC4C[C@H](OC(=O)c5ccccc5)CCC4(C)C3CC(=O)C12C (some centres undefined)
 : 0.1, -6.9, 0.3, 20.9
CN1C(=O)C(O)(CC(=O)c2cccnc2)c2cc(Br)ccc21 (centres undefined)
 : 0.5, 2.4, -0.1, -6.2
COc1ccc(COC(=O)C2=C(C)NC3=C(C(=O)CC(c4cccs4)C3)C2c2ccccc2F)cc1 (centres undefined)
 : 1.2, -13.7, 0.0, -9.5
Cc1nc(SCc2ccc(OC(C)C)cc2)n[nH]1
 : -5.1, 95.2*, 0.5, 14.7
COc1ccccc1CNC(=O)CS(=O)Cc1nc(-c2ccc(C)cc2)oc1C (centres undefined)
 : -0.2, 9.8, 0.1, 22.9
O=C(CSc1nnc(-c2c[nH]c3ccccc23)o1)c1cccs1
 : -1.5, -33.9, -0.1, -11.0
COc1ccc(C(=O)Nc2sc(C)c(C)c2CN2CC(C)OC(C)C2)cc1 (centres undefined)
 : -1.9, -43.2, 0.1, 8.2
Cc1ccccc1C(=O)NCCN(C)C
 : 3.2, 0.1, -0.1, -10.5
O=C(NC1CCC1)c1cn2ccsc2n1
 : 3.1, -17.8, -0.3, 11.0
CCOc1ccc(S(=O)(=O)NCc2ccco2)cc1
 : 0.2, 2.1, 0.0, -3.1
O=C1CCCC2=C1C(c1ccccc1F)n1c(nc3ccccc31)N2 (centres undefined)
 : 9.6*, -0.4, 0.1, 15.8
O=C(NCc1ccco1)C(c1ccccc1)c1ccccc1
 : -0.4, 5.1, 0.3, 6.3
O=C(O)/C(=C1/OC(=O)c2ccccc21)c1ccccc1
 : -0.2, 1.5, -0.2, -11.0
CCNC(=O)c1cc(OC)c(OC)c(OC)c1
 : 0.1, 3.9, -0.2, -6.5
CCC(C(=O)NCc1ccco1)n1c2ccccc2c2nc(=O)cc(C)n21 (centres undefined)
 : -0.3, 1.0, 0.0, 9.2
CCOC(=O)C1CCCCN1Cc1cc(Cl)ccc1O (centres undefined)
 : 0.2, 6.5, 0.0, -3.4
CC(C)C(=O)NNC(=O)CSc1nc(C2CCCCC2)nc2ccccc12
 : 1.3, -1.2, 0.0, -3.8
Nc1nc(Cl)nc(NCc2ccccc2)n1
 : 2.7, -10.8, 0.4, 14.9
CCc1ccc(CCC(=O)Nc2ccc(C)cc2)o1
 : 0.3, -13.4, 0.1, -3.6
c1cc(-c2cnc(Nc3ccc(N4CCOCC4)cc3)c3nccn23)c2cccnc2c1
 : -1.2, 12.3, -0.6, 15.0
